# Screens deposited in PubChem BioAssay by National Center for Advancing Translational Sciences (NCATS).
# EPAC1 antagonist – antagonists of human EPAC1 | O95398 | EPAC1 GEF assay, Rap1b-BODIPY-GDP exchange fluorescence | Potency, µM (top dose mostly 115 µM), for inactives: at the top dose activity change, negative = inhibition, most hits filed as inhibitors | 360,000 tested, 0.14% active;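 further: potency means the concentration at half of the fitted maximal effect; plate controls were vehicle for no effect and positive control for full effect; nearly all actives have a fitted effect of over 50% in size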
# PTHR1 agonist – PTHR1 (human) receptor agonism. Q03431. HEK293 GP2 PTHR1 cells, GloSensor cAMP luminescence, 1 h. Potency, µM (doses to about 115 µM), for the others: at the top dose activation, usual class: activators. 410,000 tested, 0.075% active; further: potency means the concentration at half of the fitted maximal effect; nearly all actives have a fitted effect of over 55% in size; some results filed as inactive show a strong effect at the top dose; inactives centre near -15; many of its hits are not listed in these tables
# Target sequence (Q03431 whole entry, looked up): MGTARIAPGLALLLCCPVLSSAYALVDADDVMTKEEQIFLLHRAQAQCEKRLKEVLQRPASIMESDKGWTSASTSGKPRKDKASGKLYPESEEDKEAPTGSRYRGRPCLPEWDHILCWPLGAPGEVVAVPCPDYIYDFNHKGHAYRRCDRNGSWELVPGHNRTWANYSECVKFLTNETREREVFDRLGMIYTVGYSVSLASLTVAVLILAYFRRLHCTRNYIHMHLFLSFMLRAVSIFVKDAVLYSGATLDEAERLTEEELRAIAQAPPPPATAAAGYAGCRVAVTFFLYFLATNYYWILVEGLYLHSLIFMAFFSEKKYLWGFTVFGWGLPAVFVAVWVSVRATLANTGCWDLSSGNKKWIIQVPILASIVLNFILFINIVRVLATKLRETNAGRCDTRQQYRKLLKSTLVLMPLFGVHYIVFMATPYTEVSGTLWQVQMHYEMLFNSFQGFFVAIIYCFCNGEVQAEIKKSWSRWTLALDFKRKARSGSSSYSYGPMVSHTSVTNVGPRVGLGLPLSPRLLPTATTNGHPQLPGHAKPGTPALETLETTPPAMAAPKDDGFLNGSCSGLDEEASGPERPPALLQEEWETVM
#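 HEK-293-derived GP2 cells expressing PTHR1 and a GloSensor cAMP reporter, 3,000/well, plated overnight, given luciferin plus IBMX (each 0.5 mM as added) for 1 h at 37 °C, then compound for 1 h at 37 °C. Luminescence was read after 15 min at room temperature.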
# PLK1 PBD inh – PLK1 (human) polo-box domain binding inhibition; P53350; Plk1 PBD binding of FITC phosphopeptide, fluorescence polarization; Potency, µM, without a hit: max response, negative = inhibition, most hits filed as inhibitors; 360,000 tested, 2.8% active; AID 720504; further: potency means the concentration at half of the fitted maximal effect; series mostly up to about 57 µM; on the % scale 0 is the no-effect control and ±100 the full control effect; nearly all actives have a fitted effect of over 65% in size
# GLP-1R agonist – activates the human GLP-1 receptor; AID 624172; HEK293 GLP-1R CRE-luciferase, luminescence, 4-6 h; cells express a hypersensitive GLP-1R form; 380,000 tested, 0.007% active; P43220; Potency, µM (doses to about 45.6 µM), without a hit: at the top dose activation, hits mostly activators; further: potency means the concentration at half of the fitted maximal effect; % of control where 0% means no effect
# Target sequence (P43220 whole entry, looked up): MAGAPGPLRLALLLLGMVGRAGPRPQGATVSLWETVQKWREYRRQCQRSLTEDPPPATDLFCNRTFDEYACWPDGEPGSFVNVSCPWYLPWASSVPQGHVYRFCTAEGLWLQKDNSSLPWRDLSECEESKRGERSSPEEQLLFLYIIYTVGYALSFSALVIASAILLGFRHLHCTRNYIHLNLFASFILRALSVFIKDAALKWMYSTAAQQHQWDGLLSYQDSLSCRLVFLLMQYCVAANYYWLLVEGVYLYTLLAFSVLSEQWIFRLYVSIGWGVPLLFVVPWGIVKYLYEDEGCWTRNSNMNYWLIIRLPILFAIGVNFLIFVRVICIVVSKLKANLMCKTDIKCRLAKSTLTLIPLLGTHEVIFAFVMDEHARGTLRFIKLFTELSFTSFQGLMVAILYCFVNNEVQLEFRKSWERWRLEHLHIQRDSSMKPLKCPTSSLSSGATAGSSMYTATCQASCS
# EPAC1 agonist – EPAC1 (human) agonism; O95398; EPAC1 agonist qHTS, biochemical assay; response scale: 100% = response to 6.5 mM cAMP; Potency, µM (doses to about 154 µM), inactives show at the highest dose activation, most hits filed as activators; 360,000 tested, 0.073% active; further: potency means the concentration at half of the fitted maximal effect; nearly all actives have a fitted effect of over 60% in size
#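 Nucleotide exchange assay: 100 nM EPAC1 with 250 nM Rap1B loaded with BODIPY-GDP and 50 uM GDP, room temperature. Fluorescence (480/540 nm) read every 5 min for 30 min; signal change normalized to 6.5 mM cAMP as full agonist.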
# PI5P4K alpha inh – blocks human PI5P4K alpha kinase activity; P48426; PI5P4Kalpha enzyme, ADP-Glo luminescence, 60 min; stronger effect = lower value; max response, %; 330,000 tested, 1.2% active; AID 652105; active means max response of -50% or lower; inconclusive means between -30% and -50%; inactive means -30% or higher; further: value at the top dose of about 77 µM; on the % scale 0 is the no-effect control and ±100 the full control effect
#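 qHTS, 1536-well: enzyme/substrate mix, compound by pin tool, 5 microM ATP final; RT 60 min; ADP-Glo reagents 1 (45 min) then 2 (30 min); luminescence.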
# GLP1R inv ag – GLP-1 receptor (human) inverse agonism. 410,000 tested, 1.6% active. P43220. Potency, µM (doses to about 38.3 µM), inactives show at the highest dose activity change, negative = inhibition, hits mostly inhibitors. AID 624417. HEK293 GLP-1R CRE-luciferase, luminescence, 24 h; GLP-1R form is constitutively active; further: potency means the concentration at half of the fitted maximal effect; on the % scale 0 is the no-effect control and ±100 the full control effect; nearly all actives have a fitted effect of over 55% in size
#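 Inverse agonists were sought by their lowering of basal cAMP reporter luciferase output in HEK293 cells stably carrying constitutively active human GLP-1R, after 24 h compound treatment.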
# IL2 activator – activates IL-2 in a cell-based reporter assay; IL-2 activation reporter assay, cell-based qHTS; stimulated with anti-CD3/CD4/CD28 beads; in transgenic mouse T cells; activation, % (series mostly up to about 46 µM); 360,000 tested, 0.065% active; AID 652025; in the data active means activation above about 50%; inconclusive means mostly about 30% to 49%; further: 0% is about no effect
#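 Unstimulated transgenic mouse T cells preincubated 60 min with compound, then stimulated with anti-CD3/anti-CD4-coated beads plus anti-CD28 for 18 h at 37 degrees C. IL-2 response read as EGFP and DsRed fluorescence by plate cytometry.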
# HEK293 tox – cytotoxic in the GLP-1 receptor inverse agonist counter-screen. Potency, µM (highest dose often 38.3 µM), for inactives: at the top dose activity change, negative = inhibition, most hits filed as inhibitors. 410,000 tested, 0.13% active. HEK293 cAMP-luciferase reporter cells, luminescence, 24 h;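 further: loss of luciferase light is scored as toxicity; potency means the concentration at half of the fitted maximal effect; on the % scale 0 is the no-effect control and ±100 the full control effect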
#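 A 23 nL compound transfer followed 12 hours of cell culture at 37 deg C; exposure then lasted 24 hr. Luciferase assay detection reagent was dispensed and plates read for luminescence after a 12 min room-temperature wait.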
# Starred values were filed as active, the others as inactive; i = inactive; ? = inconclusive; · = not tested or not shown; [ ] = remark or other dose. Unless noted, the call rests on the fitted dose curve; in most records, active means well fitted curve in the direction sought with a large enough effect; inconclusive means small, poorly fitted or top-dose-only effect, or another doubt; inactive means no such curve, though single readings can be large; an effect the other way counts as inactive or inconclusive. Only part of the results is shown; rates above refer to the full screens.
SMILES,EPAC1 antagonist,PTHR1 agonist,PLK1 PBD inh,GLP-1R agonist,EPAC1 agonist,PI5P4K alpha inh,GLP1R inv ag,IL2 activator,HEK293 tox
Cc1ccc(-c2nc(N)sc2CC(=O)OCC(=O)NCC2CCCO2)cc1 (configuration not stated),-9%,i,-11%,-3%,1%,6,7%,-0.6,-15%
COc1cccc(Cn2cnc3c(NS(=O)(=O)c4cc(Cl)ccc4Cl)c(C)c(C)cc32)c1,-5%,-20%,-2%,-4%,8%,6,?,2.8,-20%
Oc1ccc(Cl)cc1C1=NNC(c2cc(Br)cc3c2OCOC3)C1 (configuration not stated),-18%,-10%,-16%,14%,3%,-2,?,0.0,13%
CC1CCCCC1NC(=O)c1ccncc1 (configuration not stated),-6%,24%,-13%,-1%,9%,4,4%,-3.0,5%
COc1cccc2c1C(=O)c1c(O)c3c(c(O)c1C2=O)CC(O)(C(C)=NNC(=O)c1ccc(Cl)c(Cl)c1)CC3OC1CC(N)C(O)C(C)O1 (configuration not stated),27%,i,-15%,-14%,?,-61*,?,-7.8,?
CCC(CC)c1nc(NCCC(=O)O)c2ccccc2n1,-4%,i,1%,1%,0%,·,1%,-1.5,2%
O=C1Nc2cc(C(=O)NCCN3CCCCCC3)ccc2S/C1=C/c1ccccc1F,2%,i,-1%,-4%,-3%,?,?,-3.6,?
CCOc1ccccc1C(=O)Nc1ccc(-n2nncc2C(C)(C)C)cc1,3%,-9%,-10%,-11%,-6%,0,-2%[0.307 µM],0.6,-7%[0.307 µM]
COc1ccc(-n2c(C)cc(/C=C3\C(=N)N4N=C(CC(=O)N5CCOCC5)SC4=NC3=O)c2C)cc1,-12%,-17%,-15%,-1%,-3%,-10,-5%,-0.1,-12%
C#CCN1CCc2onc(-c3ccccc3OC)c2C1=O,3%,-21%,-4%,13%,7%,0,2%,1.8,2%
COc1ccc(NC2=C(NCCO)C(=O)c3ccccc3C2=O)cc1,-27%,-16%,0%,8%,-1%,-8,-8%,-0.2,-29%
CCOC(=O)N1CCN(C(=O)COc2ccc([N+](=O)[O-])cc2)CC1,-1%,i,-5%,4%,-2%,10,1%[7.66 µM],1.1,5%[7.66 µM]

# Rewritten as tab-separated lines: part of the list above
SMILES	EPAC1 antagonist	PTHR1 agonist	PLK1 PBD inh	GLP-1R agonist	EPAC1 agonist	PI5P4K alpha inh	GLP1R inv ag	IL2 activator	HEK293 tox
Cc1ccc(-c2nc(N)sc2CC(=O)OCC(=O)NCC2CCCO2)cc1 (configuration not stated)	-9%	i	-11%	-3%	1%	6	7%	-0.6	-15%
COc1ccc(-n2c(C)cc(/C=C3\C(=N)N4N=C(CC(=O)N5CCOCC5)SC4=NC3=O)c2C)cc1	-12%	-17%	-15%	-1%	-3%	-10	-5%	-0.1	-12%

# Other compounds follow.
SMILES,EPAC1 antagonist,PTHR1 agonist,PLK1 PBD inh,GLP-1R agonist,EPAC1 agonist,PI5P4K alpha inh,GLP1R inv ag,IL2 activator,HEK293 tox
O=C(CNC(=O)C1CCCCC1)OCC(=O)c1ccc(Cl)s1,-18%,0%,-4%,2%,-5%,0,0%,-0.8,3%
CCCn1c(SCC(=O)Nc2cccc(C)n2)nnc1-c1ccco1,0%,-5%[57.5 µM],-9%,-4%,6%,1,1%,-0.3,-3%
CN(C)Cc1cc(C(C)(C)C)cc(N2CCOCC2)c1O,-15%,-8%,1%,9%,-9%,-6,17%,-0.8,-5%
Cc1cccc(NC(=O)CSCC(=O)Nc2ccc(S(=O)(=O)N3CCCCC3)cc2)c1,-3%,-2%,4%,8%,5%,6,?,-3.3,-9%
CCn1cc(CN2CCC(n3nccc3NC(=O)c3ccc4c(c3)OCO4)CC2)c(C)n1,-2%,i,-11%,3%,10%,-1,-16%,-1.4,11%
COC(=O)COc1ccc(S(=O)(=O)NCc2ccccn2)cc1,0%,i,-7%,-1%,0%,0,18%,-0.5,-6%
CC(=O)NCCC(=O)Nc1ccc(C)c(F)c1,8%,i,-7%,-13%,-14%,2,-2%,-2.2,-14%
O=C(COC(=O)c1cc(S(=O)(=O)N2CCOCC2)ccc1O)Nc1ccc2c(c1)OCO2,6%,-4%,-5%,-2%,-6%,-3,-8%,-0.1,2%
COc1cccc(C(c2sc3nc(C)nn3c2O)N2CCC3(CC2)OCCO3)c1 (configuration not stated),8%,i,4%,8%,2%,-1,20%,1.2,16%
CC1=C(C)CC(C(=O)NNC(=O)c2ccccc2)C(C(=O)O)C1 (configuration not stated),-7%,i,-10%,16%,16%,-11,28%,-0.4,-15%
CCS(=O)(=O)N1CCN(c2cccc(C)c2C)CC1,2%,-10%[57.5 µM],-6%,16%,-1%,-5,-17%,0.6,?
O=C(CCc1nnc2ccc(NCc3ccccc3)nn12)NC1CCCCC1,4%,i,24µM*,1%,16%,-2,2%,-3.9,-2%
O=C(NCC1CCCO1)c1cc(C(=O)C2CCCCC2)c[nH]1 (configuration not stated),4%,-8%,1%,-1%,10%,3,-3%,-1.2,-14%
O=C(O)c1ccccc1P(=O)(c1ccccc1)c1ccccc1,-7%,i,0%,-1%,3%,-5,3%[0.307 µM],-0.5,1%[0.307 µM]
CCOC(=O)C1(Cc2cccc(F)c2)CCN(Cc2ccc(COC)o2)CC1,-13%,-14%,-11%,-5%,1%,-9,?,-4.5,16%
Cc1cc(Br)ccc1NC(=O)C1CSC2(C)CCC(=O)N12 (configuration not stated),6%,i,-1%,-8%,-5%,0,-12%,-1.4,2%
CC(=O)c1ccc(NC(=O)COC(=O)Cn2cnc3ccccc32)cc1,-13%,i,-4%,4%,0%,2,17%,0.5,19%
COc1ccccc1NC(=O)CN1C(=O)C2(OCCCO2)c2ccccc21,3%,i,-3%,-7%,-3%,·,-1%,-2.2,7%
CC(=O)c1ccc(NC(=O)C[n+]2ccc(N(C)C)cc2)cc1,-12%,?,-13%,0%,14%,-7,-20%,3.2,-21%
CCN(CC)CCNC(=O)C1(O)c2cc(Br)ccc2NC(=O)N1c1c(F)cccc1F (configuration not stated),8%,i,2%,0%,5%,1,10%,-2.4,-23%
O=C(NN=C1CCC(=NNC(=O)c2ccccn2)CC1)c1ccccn1,12%,-13%,-4%,10%,9%,1,?,-1.2,1%
COC(=O)c1ccc(Oc2nc(Nc3ccc(F)cc3)nc(N3CCCC3)n2)cc1,-2%,?,-8%,2%,9%,1,2%,-0.2,8%
CCc1cc(C(=O)N(C)CC(=O)Nc2c(Cl)cccc2Cl)sc1C,3%,i,1%,2%,-4%,-2,-15%,-0.4,-27%
Cn1c(=O)c2c(nc(OCc3ccc4c(c3)OCO4)n2Cc2ccccc2Cl)n(C)c1=O,-3%,i,-5%,-3%,-5%,6,5%,0.1,-4%
COc1ccc(CNC(=O)CSCc2c(F)cccc2Cl)cc1,4%,11%,0%,9%,-9%,-1,-1%,0.5,2%
COc1ccc(-c2nnn3c2nc(N2CCCC(C)C2)c2ccccc23)cc1 (configuration not stated),·,-1%,·,0%,·,·,9%,·,2%
O=[N+]([O-])c1ccc(OCn2cncn2)cc1,-2%,23%,3%,-3%,-5%,5,17%,0.8,-2%
CCn1c(NCc2cccs2)nc2ccccc21,-12%,-22%,-7%,9%,4%,2,-36%,1.2,-3%
CC(C)C(NC(=O)c1ccc2c(c1)OCO2)C(=O)N/N=C\c1ccco1 (configuration not stated),1%,i,-10%,5%,5%,·,-9%,-2.4,-15%
COCCNC(=O)c1ccc(Cl)c(Cl)c1,-7%,-21%,-10%,1%,8%,·,59%[activator],2.6,1%
Cc1c(Cl)cccc1N1CC(C)(C)C1=O,0%,i,27µM*,5%,10%,-13,-6%,1.4,-1%
C/C(CC(=O)NC1CCCC1)=N\NC(=O)c1ccc([N+](=O)[O-])c(Cl)c1,-20%,i,-6%,-1%,-1%,-5,21%,9.1,5%
CCOC(=O)c1c(S(=O)(=O)NCC(=O)Nc2cccc(C)c2)c(C)n(C)c1C,6%,i,1%,1%,-9%,-3,-26%,-4.2,-9%
CC1CCN(c2c(NCC3CCC(C(=O)NCc4ccc(F)cc4)CC3)c(=O)c2=O)CC1 (configuration not stated),-19%,i,4%,-3%,0%,-5,3%,-0.8,3%
Cc1cc(C)c2sc(N(CCN(C)C)C(=O)c3cc(Cl)sc3Cl)nc2c1,-2%,i,-4%,5%,1%,-3,?,0.0,-1%
CC(=O)c1ccc(OCC(=O)NC(=O)NC2CCCCC2)cc1,9%,i,1%,1%,-2%,-12,-13%,-5.7,-4%
CC1(c2ccc3c(c2)OCCO3)NC(=O)N(CC(=O)Nc2ccccc2SCC#N)C1=O (configuration not stated),18%,-18%,-2%,17%,19%,2,9%,1.2,-7%
O=C(CSc1nnc(NC(=O)C2CC2)s1)Nc1ccc(F)cc1,-13%,i,0%,6%,2%,5,-1%,-1.7,25%
CC(C)CN1CCC(=O)N([C@H](CO)Cc2ccccc2)CC1,17%,-7%,-5%,-4%,7%,6,29%,-0.6,1%
CCOC(=O)[C@H]1[C@H]2COc3ccc(OC)cc3[C@@H]2N2C(=O)c3cc(F)c(F)cc3NC(=O)[C@@]12C,-16%,i,-19%,-1%,4%,8,-6%,-2.0,7%
C#CCN(C[C@@H]1[C@@H](OC(=O)NCc2ccccc2F)[C@@H](OC(=O)NCc2ccccc2F)CN(C(=O)OC(C)C)N1C(=O)OC(C)C)S(=O)(=O)c1ccc(C)cc1,-3%,-25%,?,1%,-8%,-2,?,0.0,6%
CN(C)CCCNC(=O)c1cc2c3ccccc3n(C)c2s1,-13%,i,-10%,11%,-6%,0,0%,-0.5,18%
CCOc1ccc(N=Nc2c(N)[nH][nH]c2=O)cc1,-15%,-67%[inhibitor],-1%,-1%,2%,-2,0%,0.6,?
COc1ccc(OC)c(CN2CCN(C(=O)c3ccc(S(=O)(=O)N4CCCCCC4)cc3)CC2)c1,-4%,i,0%,16%,-4%,-9,?,-2.3,5%
Cc1nn(-c2cccc(Cl)c2)c(Cl)c1/C=N/NC(=O)c1cccnc1,-26%,i,-1%,23%,1%,-5,-20%,-0.8,-5%
